LYP inhibition = inhibitors of LYP phosphatase, biochemical, fluorescence intensity, uHTS (AID 1779). Tyrosine-protein phosphatase non-receptor type 22 (Homo sapiens). recombinant LYP phosphatase, fluorescence intensity; higher % means a stronger effect. inhibition, % at 11.5 µM, or IC50 in µM where a hit was titrated. actives 0.054% (n = 290,000);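 further: plate controls were vehicle with enzyme for no effect and no enzyme for full effect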
XIAP displacement = XIAP antagonists, biochemical, IAP family, fluorescence polarization (AID 1018). one-dose displacement, % at 20 µM; IC50 in µM for titrated hits. E3 ubiquitin-protein ligase XIAP (Homo sapiens). actives 0.007% (n = 200,000). XIAP BIR domain, fluorescence polarization peptide displacement; higher % means a stronger effect; in the data active means displacement above about 50%; further: a part of the inactive calls stands beside numbers as strong as those of hits
Yfh1-depleted yeast = enhancers of respiration in Yfh1-depleted yeast, dose response, Friedreich's ataxia, plus single-dose screen (AID 1465); actives 0.074% (n = 220,000); fold induction at 50 µM, or EC50 in µM where a hit was titrated; S. cerevisiae Yfh1-off respiration, WST-1 reduction, 72 h; higher fold induction means a stronger effect;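 active means fold induction of absorbance versus untreated yeast above a set limit, then at least 30% activation at any dose in follow-up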;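 further: activators that raise dye reduction in frataxin-depleted yeast; strong numbers were not always called active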
human PMI inhibition = inhibitors of human PMI, primary screen, biochemical, fluorescence intensity, coupled assay (AID 1209) | inhibition, % at 20 µM; hits with a dose series show IC50 in µM | Mannose-6-phosphate isomerase (Homo sapiens) | actives 0.42% (n = 190,000) | purified PMI enzyme, coupled fluorescence intensity; higher % means a stronger effect;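 further: plate controls were DMSO vehicle for no effect and wells lacking substrate for full effect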
M1AAP inhibition = P. falciparum M1AAP inhibitors, biochemical, fluorogenic H-Leu-NHMec substrate, 1536-well (AID 1445) | Aminopeptidase N (Plasmodium falciparum (isolate 3D7)) | recombinant M1AAP, H-Leu-NHMec fluorogenic kinetic assay; higher % means a stronger effect | inhibition, % at 30 µM, or IC50 in µM where a hit was titrated | actives 0.42% (n = 220,000);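 active means primary inhibition above the hit cutoff, then over 50% inhibition at one or more dose response concentrations, cut at about 23% in these data, passing the limit was not always enough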;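 further: plate controls were DMSO full reaction for no effect and no enzyme background for full effect; strong numbers were not always called active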
PMI inhibition = human PMI inhibitors, high substrate, primary screen, biochemical, fluorescence intensity, high mannose 6-phosphate (AID 1220) | recombinant PMI enzyme, coupled fluorescence intensity; higher % means a stronger effect | inhibition, % at 20 µM, or IC50 in µM where a hit was titrated | actives 0.66% (n = 190,000)
TNAP activators = human TNAP enzyme activators, primary screen, biochemical, luminescent, no phosphate acceptor, uHTS (AID 1001) | purified TNAP, luminescent activation assay, no phosphate acceptor; higher activation fold means a stronger effect | one-dose activation fold at 20 µM; EC50 in µM for titrated hits | actives 0.03% (n = 200,000); in the data active means activation fold from about 3, or a potency from the dose series; inactive means the rest, 99 in 100 with activation fold below about 1.6; further: many of its hits are not listed in these tables
P. falciparum M17LAP = P. falciparum M17LAP inhibitors, primary screen, biochemical, fluorogenic H-Leu-NHMec substrate, 1536-well (AID 1619) | Leucine aminopeptidase (Plasmodium falciparum (isolate 3D7)) | recombinant M17LAP, H-Leu-NHMec fluorogenic kinetic assay; higher % means a stronger effect | inhibition, % at 30 µM; hits with a dose series show IC50 in µM | actives 0.38% (n = 220,000);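 active means compound inhibiting the enzyme by more than half at any dose during confirmatory dose-response retesting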;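 further: plate controls were full reaction with DMSO carrier for no effect and no enzyme background for full effect; strong numbers were not always called active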
WT yeast gro inh = growth inhibition of WT strain, primary screen, mitochondrial fusion inhibitor project, WT and mutant strains, chemical genetic | mitochondrial fusion phenotypic screen | inhibition, % at 10 µM | actives 2.1% (n = 190,000) | AID 1362, 2008; in the data active means inhibition above about 58%; tested in S. cerevisiae
WT yeast gro inh mutant strain = recorded beside WT yeast gro inh, whose call it bears; inhibition, %; mitochondrial fusion phenotypic screen, mutant strain inhibition
Starred values were filed as active, the others as inactive. Unless noted, no stated cut-off is given here; in the data, active means inhibition above about 50%; inactive means the rest.

Results for CC(O)/C=C/c1ccc2ccccc2n1 (stereo not given) ?
LYP inhibition: -8%; XIAP displacement: -1.5%; Yfh1-depleted yeast: inactive; human PMI inhibition: 1%; M1AAP inhibition: 2%; PMI inhibition: 3%; TNAP activators: 1.1; P. falciparum M17LAP: 3%; WT yeast gro inh: -8; WT yeast gro inh mutant strain: -7

What do the screens show for `O=S(=O)(NCCc1ccccn1)c1cccs1`?
LYP inhibition: -2%; XIAP displacement: -13%; Yfh1-depleted yeast: inactive; human PMI inhibition: 0%; M1AAP inhibition: 12%; PMI inhibition: -8%; TNAP activators: 1; P. falciparum M17LAP: -1%; WT yeast gro inh: -11; WT yeast gro inh mutant strain: -10

How did COc1ccc(-c2cc3nc(C)cc(N4CC(C)CC(C)C4)n3n2)cc1 (stereo not given) do in these assays?
LYP inhibition: -2%; XIAP displacement: -6.0%; Yfh1-depleted yeast: inactive; human PMI inhibition: 16%; M1AAP inhibition: 4%; PMI inhibition: 12%; TNAP activators: 1; P. falciparum M17LAP: 6%; WT yeast gro inh: 70*; WT yeast gro inh mutant strain: 8.9*

What do the screens show for `Cc1ccc(CNC(=O)C(OC(=O)c2ccco2)C(C)C)cc1` (stereo not given)?
LYP inhibition: -5%; XIAP displacement: -2.8%; Yfh1-depleted yeast: inactive; human PMI inhibition: -3%; M1AAP inhibition: 6%; PMI inhibition: 10%; TNAP activators: 1.1; P. falciparum M17LAP: 2%; WT yeast gro inh: -9; WT yeast gro inh mutant strain: -2

How did CCOC(=O)N1CCN(C(=O)c2nn(-c3cc(OC)cc(OC)c3)c(=O)c3ccccc23)CC1 do in these assays?
LYP inhibition: -6%; XIAP displacement: -3.5%; human PMI inhibition: 10%; M1AAP inhibition: -2%; PMI inhibition: 15%; TNAP activators: 1.1; P. falciparum M17LAP: -11%; WT yeast gro inh: 19; WT yeast gro inh mutant strain: -3

What do the screens show for `CCOC(=O)c1c(NC(=O)Cn2nnc(-c3ccc(Cl)cc3)n2)sc(CC)c1C`?
LYP inhibition: 6%; XIAP displacement: -1.8%; Yfh1-depleted yeast: inactive; human PMI inhibition: 20%; M1AAP inhibition: 6%; PMI inhibition: 17%; TNAP activators: 1.1; P. falciparum M17LAP: 17%; WT yeast gro inh: -6; WT yeast gro inh mutant strain: -8

What do the screens show for `Cc1nn(Cc2cccc(C(=O)Nc3ccn(Cc4c(F)c(F)cc(F)c4F)n3)c2)c(C)c1[N+](=O)[O-]`?
LYP inhibition: 1%; XIAP displacement: -35%; Yfh1-depleted yeast: inactive; human PMI inhibition: 3%; M1AAP inhibition: 7%; PMI inhibition: 2%; TNAP activators: 1.2; P. falciparum M17LAP: 2%; WT yeast gro inh: 8; WT yeast gro inh mutant strain: 8

What do the screens show for `Cc1ccc(SCc2nc3ccccc3n2CC(=O)Nc2ccccc2)cc1`?
LYP inhibition: -2%; XIAP displacement: -3.5%; Yfh1-depleted yeast: inactive; human PMI inhibition: 14%; M1AAP inhibition: 8%; PMI inhibition: 16%; TNAP activators: 1.3; P. falciparum M17LAP: -6%; WT yeast gro inh: 28; WT yeast gro inh mutant strain: 7

What do the screens show for `Cc1ccc(S(=O)(=O)Nc2ccccc2C(=O)NCc2cccnc2)cc1`?
LYP inhibition: 1%; XIAP displacement: -7.6%; Yfh1-depleted yeast: inactive; human PMI inhibition: -3%; M1AAP inhibition: -2%; PMI inhibition: -10%; TNAP activators: 1; P. falciparum M17LAP: 21%; WT yeast gro inh: -2; WT yeast gro inh mutant strain: 5

What do the screens show for `COc1ccc(C(=O)N2CCN(c3cccc(Cl)c3)CC2)cc1`?
LYP inhibition: -3%; XIAP displacement: -1.7%; Yfh1-depleted yeast: inactive; human PMI inhibition: -11%; M1AAP inhibition: 3%; PMI inhibition: -14%; TNAP activators: 1.1; P. falciparum M17LAP: 9%; WT yeast gro inh: 29; WT yeast gro inh mutant strain: 24

How did Cn1c(=O)[nH]c(=O)c2c1nc(SCC(=O)Nc1ccccc1)n2Cc1ccccc1 do in these assays?
LYP inhibition: -4%; XIAP displacement: -1.9%; Yfh1-depleted yeast: inactive; human PMI inhibition: 14%; M1AAP inhibition: 4%; PMI inhibition: 15%; TNAP activators: 1.1; P. falciparum M17LAP: 0%; WT yeast gro inh: 1; WT yeast gro inh mutant strain: 5

Results for CCOc1ccc(/C=C2/C(=N)N3OC(C)=CC3=NC2=O)cc1OC ?
LYP inhibition: -5%; XIAP displacement: -2.9%; Yfh1-depleted yeast: inactive; human PMI inhibition: -4%; M1AAP inhibition: 4%; PMI inhibition: 0%; TNAP activators: 1.2; P. falciparum M17LAP: 3%; WT yeast gro inh: -5; WT yeast gro inh mutant strain: 15

How did NC(=O)CSc1nnc2ccc(-c3ccco3)nn12 do in these assays?
LYP inhibition: -4%; XIAP displacement: -3.5%; Yfh1-depleted yeast: inactive; human PMI inhibition: 12%; M1AAP inhibition: 12%; PMI inhibition: 26%; TNAP activators: 1.1; P. falciparum M17LAP: 7%; WT yeast gro inh: -8; WT yeast gro inh mutant strain: -4

What do the screens show for `CC(=O)NCCn1c(SCC(=O)NCCc2ccc(S(N)(=O)=O)cc2)nc2ccccc2c1=O`?
LYP inhibition: -3%; XIAP displacement: -5.7%; Yfh1-depleted yeast: inactive; human PMI inhibition: 41%; M1AAP inhibition: -4%; PMI inhibition: -1%; TNAP activators: 1.1; P. falciparum M17LAP: 12%; WT yeast gro inh: -1; WT yeast gro inh mutant strain: -8

What do the screens show for `CCOC(=O)C1CCN(C(=O)c2oc3ccc(S(=O)(=O)N4CCCCCC4)cc3c2C)CC1`?
LYP inhibition: -5%; XIAP displacement: -6.6%; Yfh1-depleted yeast: inactive; human PMI inhibition: 16%; M1AAP inhibition: -1%; PMI inhibition: 12%; TNAP activators: 1; P. falciparum M17LAP: 0%; WT yeast gro inh: 6; WT yeast gro inh mutant strain: -3

Results for CCCN(CCC)S(=O)(=O)c1ccc2c(c1)CCCN2C(C)=O ?
LYP inhibition: 3%; XIAP displacement: -7.5%; Yfh1-depleted yeast: inactive; human PMI inhibition: 11%; M1AAP inhibition: 3%; PMI inhibition: 2%; TNAP activators: 1.1; P. falciparum M17LAP: -1%; WT yeast gro inh: -6; WT yeast gro inh mutant strain: -6

How did CCOCCCNC(=O)C(c1ccccc1)N(Cc1cccs1)C(=O)CNC(C)=O (stereo not given) do in these assays?
LYP inhibition: -5%; XIAP displacement: -50%; Yfh1-depleted yeast: inactive; human PMI inhibition: 6%; M1AAP inhibition: 0%; PMI inhibition: -3%; TNAP activators: 1.4; P. falciparum M17LAP: 4%; WT yeast gro inh: -16; WT yeast gro inh mutant strain: -4

How did COC(=O)c1cc(S(=O)(=O)Nc2cc(S(=O)(=O)N(C)C)ccc2C)oc1C do in these assays?
LYP inhibition: -6%; Yfh1-depleted yeast: inactive; M1AAP inhibition: 3%; P. falciparum M17LAP: -1%

How did COc1ccc(S(=O)(=O)Nc2cc(C(=O)NC3CCCCCC3)ccc2N2CCOCC2)cc1 do in these assays?
LYP inhibition: -2%; XIAP displacement: -2.9%; Yfh1-depleted yeast: inactive; human PMI inhibition: 14%; M1AAP inhibition: 8%; PMI inhibition: 14%; TNAP activators: 1.1; P. falciparum M17LAP: 0%; WT yeast gro inh: -22; WT yeast gro inh mutant strain: -2

Results for O=C1CN(C(=O)c2ccc(Br)o2)C(c2ccc(F)cc2)c2cc(F)ccc2N1 (stereo not given) ?
LYP inhibition: -5%; XIAP displacement: -3.4%; Yfh1-depleted yeast: inactive; human PMI inhibition: 14%; M1AAP inhibition: 10%; PMI inhibition: -14%; TNAP activators: 1; P. falciparum M17LAP: -5%; WT yeast gro inh: -7; WT yeast gro inh mutant strain: -11

What do the screens show for `Cn1cc([N+](=O)[O-])c(C(=O)NCc2ccco2)n1`?
LYP inhibition: -1%; XIAP displacement: -10%; Yfh1-depleted yeast: inactive; human PMI inhibition: -2%; M1AAP inhibition: 2%; PMI inhibition: -2%; TNAP activators: 1; P. falciparum M17LAP: -6%; WT yeast gro inh: -29; WT yeast gro inh mutant strain: 4

How did CCOc1ccc2[nH]c(C)c(CN3CCOCC3)c(=O)c2c1 do in these assays?
LYP inhibition: -5%; XIAP displacement: -1.4%; Yfh1-depleted yeast: inactive; human PMI inhibition: 9%; M1AAP inhibition: 1%; PMI inhibition: 7%; TNAP activators: 1.1; P. falciparum M17LAP: -6%; WT yeast gro inh: -1; WT yeast gro inh mutant strain: -6

Results for CC(C)=CC(=O)Nc1nnc(-c2ccc(F)cc2)s1 ?
LYP inhibition: 5%; XIAP displacement: -3.2%; Yfh1-depleted yeast: inactive; human PMI inhibition: 5%; M1AAP inhibition: 12%; PMI inhibition: 3%; TNAP activators: 1; P. falciparum M17LAP: 1%; WT yeast gro inh: -17; WT yeast gro inh mutant strain: 6

How did CO/N=C/C=C1/N(C)c2ccccc2C1(C)C do in these assays?
LYP inhibition: -2%; XIAP displacement: -5.0%; Yfh1-depleted yeast: inactive; human PMI inhibition: -3%; M1AAP inhibition: 8%; PMI inhibition: -3%; TNAP activators: 1.2; P. falciparum M17LAP: 5%; WT yeast gro inh: 2; WT yeast gro inh mutant strain: 14

How did COC(=O)c1sccc1NC(=O)C1CC1 do in these assays?
LYP inhibition: -4%; Yfh1-depleted yeast: inactive; M1AAP inhibition: 13%; P. falciparum M17LAP: 4%

Results for O=S(=O)(NC1CCN(Cc2ccccc2)CC1)c1ccc2ccccc2c1 ?
LYP inhibition: -8%; XIAP displacement: -3.8%; Yfh1-depleted yeast: inactive; human PMI inhibition: 10%; M1AAP inhibition: -4%; PMI inhibition: 10%; TNAP activators: 1; P. falciparum M17LAP: 0%; WT yeast gro inh: 40; WT yeast gro inh mutant strain: 54

Results for Cc1ccc(NC(=O)C2CCCN(S(=O)(=O)c3c(C)noc3C)C2)nc1 (stereo not given) ?
LYP inhibition: -4%; XIAP displacement: -3.6%; Yfh1-depleted yeast: inactive; human PMI inhibition: -2%; M1AAP inhibition: 7%; PMI inhibition: 0%; TNAP activators: 1.1; P. falciparum M17LAP: 3%; WT yeast gro inh: 2; WT yeast gro inh mutant strain: 22

Quoted at random: two compounds from above, in no set order.
How did CCOCCCNC(=O)C(c1ccccc1)N(Cc1cccs1)C(=O)CNC(C)=O (stereo not given) do in these assays?
LYP inhibition: -5%; XIAP displacement: -50%; Yfh1-depleted yeast: inactive; human PMI inhibition: 6%; M1AAP inhibition: 0%; PMI inhibition: -3%; TNAP activators: 1.4; P. falciparum M17LAP: 4%; WT yeast gro inh: -16; WT yeast gro inh mutant strain: -4

Results for O=C1CN(C(=O)c2ccc(Br)o2)C(c2ccc(F)cc2)c2cc(F)ccc2N1 (stereo not given) ?
LYP inhibition: -5%; XIAP displacement: -3.4%; Yfh1-depleted yeast: inactive; human PMI inhibition: 14%; M1AAP inhibition: 10%; PMI inhibition: -14%; TNAP activators: 1; P. falciparum M17LAP: -5%; WT yeast gro inh: -7; WT yeast gro inh mutant strain: -11

Source: PubChem (several laboratories)
